Assay outcomes from PubChem.
HT1080-NT tox – qHTS for induction of synthetic lethality in tumor cells producing 2HG: qHTS for the HT-1080-NT fibrosarcoma cell line; HT-1080-NT fibrosarcoma viability, CellTiter-Glo ATP luminescence, 48 h; hit rate 1.6% among 360,000; AID 686970, 2013; Potency, µM (series often up to 46.1 µM), for the others: top-dose activity, negative = less viability, hits mostly cytotoxic;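 note: NT is the 2HG producing partner of a matched IDH1 knockdown line; potency is the fitted concentration of half-maximal effect; 0% = DMSO-treated cells and -100% = media-only wells without cells; nearly all actives have a fitted effect of over 55% in size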
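750 cells/well, RPMI + 5% FBS; 2 h settle, compound pin-transfer, 48 h at 37 degrees C. CellTiter-Glo 10 min RT, luminescence. Normalized to DMSO and media-only wells.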
KB-3-1 tox – qHTS assay for MDR1-selective chemotherapeutics: Primary screen using the parental adenocarcinoma cell KB-3-1 | KB-3-1 viability, CellTiter-Glo ATP luminescence, 72 h | Potency, µM (highest dose often 46.1 µM), without a hit: at the highest dose activity change, negative = cytotoxic, actives largely listed as cytotoxic | hit rate 1.4% among 400,000; note: potency is the fitted concentration of half-maximal effect; % is set by controls: 0 for no effect and ±100 for the full control effect; nearly all actives have a fitted effect of over 60% in size
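Screening of KB-3-1 cells (DMEM, 10% FBS, phenol-red free) ran from lowest to highest compound concentration; after 72 h at 37 °C viability was read luminescently and curves fitted.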
ATXN viability – Viability Counterscreen for Primary qHTS for Inhibitors of ATXN expression. S2 cells (HEK-293 line with an ATXN2-luciferase reporter) viability, CellTiter-Fluor protease fluorescence, 24 h. hit rate 0.49% among 400,000. AID 651635, 2014. Potency, µM (top dose mostly 56.7 µM), actives largely listed as cytotoxic; note: potency is the fitted concentration of half-maximal effect; nearly all actives have a fitted effect of over 40% in size
SW480 rereplic – A quantitative high throughput screen for small molecules that induce DNA re-replication in SW480 colon adenocarcinoma cells; SW480 DNA re-replication, Hoechst DNA content imaging, 48 h; Potency, µM (titrated, usually from 46.1 µM), for inactives: at the highest dose re-replication activation, hits mostly activators; hit rate 1.8% among 340,000; AID 624297, 2012; note: potency is the fitted concentration of half-maximal effect; % of control where 0% means no effect; nearly all actives have a fitted effect of over 55% in size
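Cells (250 per well) received 23 nL compound or DMSO by pin tool and were kept 48 hr at 37 C, 5% CO2. Nuclei were then stained with Hoechst for 40 min and scanned for DNA content.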
MCF10A rereplic – A quantitative high throughput screen for small molecules that induce DNA re-replication in MCF 10a normal breast cells; AID 624296, 2012; Potency, µM (highest dose often 46.1 µM), for inactives: top-dose activity, positive = re-replication, hits mostly activators; MCF 10A DNA re-replication, Hoechst nuclear intensity, 48 h; hit rate 2.9% among 350,000; note: potency is the fitted concentration of half-maximal effect; % of control where 0% means no effect; nearly all actives have a fitted effect of over 50% in size
ATXN2 expr inh – Primary qHTS for Inhibitors of ATXN expression. Potency, µM (doses to about 57 µM), for inactives: at the highest dose activity change, negative = inhibition, usual class: inhibitors. hit rate 0.72% among 360,000. AID 1745845, 2022. HEK-293 ATXN2-luciferase reporter, luminescence, 24 h; note: potency is the fitted concentration of half-maximal effect; % is set by controls: 0 for no effect and ±100 for the full control effect; nearly all actives have a fitted effect of over 55% in size
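ATXN2-luciferase reporter cells (luciferase flanked by upstream and downstream ATXN2 gene portions) were treated 24 h at 37 °C with compounds at up to 57 uM. SteadyGlo luminescence gave expression; GF-AFC fluorescence gave viability.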
IL-1B inflam inh – qHTS for Inhibitors of Inflammasome Signaling: IL-1-beta AlphaLISA Primary Screen; THP-1 LPS/ATP IL-1B secretion, AlphaLISA, 16 h; hits give low values; activity change, % at 57.5 µM; hit rate 4.7% among 360,000; in the data active = activity change below about -50%; inconclusive = mostly about -30% to -49%; note: % is set by controls: 0 for no effect and ±100 for the full control effect
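THP-1 cells pretreated 1 hr with compounds (up to 57.5 uM final), then stimulated with LPS (250 ng/mL final) plus ATP (1.25 mM final); secreted IL-1B measured by AlphaLISA after 16 hr, decreased signal indicating inhibition.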
HepG2 viability – qHTS for Inhibitors of TGF-b: Cytotox Counterscreen; Potency, µM (doses to about 46.1 µM), for the others: top-dose activity change, negative = cytotoxicity, most hits filed as cytotoxic; hit rate 0.76% among 410,000; HepG2 CAGA-GFP viability, ATP luminescence, 18 h; note: potency is the fitted concentration of half-maximal effect; some results filed as inactive show a strong effect at the top dose
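HepG2 CAGA-GFP cells (1000/well, DMEM with 1% FBS) received compound, then TGF-beta at 500 pg/mL final, and were incubated 18 hours at 37 degrees C. Viability was read by CellTiter-Glo luminescence. Media-only wells were set as complete cell-killing and DMSO as no toxicity.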
HT1080 IDH1KD tx – qHTS for induction of synthetic lethality in tumor cells producing 2HG: qHTS for the HT-1080-IDH1KD cell line. HT-1080 IDH1 knockdown viability, ATP luminescence, 48 h. Potency, µM (titrated, usually from 46.1 µM), for the others: at the top dose activity, negative = toxicity, usual class: cytotoxic. hit rate 2% among 360,000;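 note: potency is the fitted concentration of half-maximal effect; 0% = DMSO wells and -100% = cell-free medium wells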
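Using the IDH1-knockdown HT-1080 line run in the same batch and compound series as the NT line, viability after 48 h at 37 °C was determined by CellTiter-Glo luminescence and expressed as % activity.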
* hit, by the source's call; i = inactive; ? = inconclusive; / = no result given; & = joins results of further samples; [ ] = dose if it differs, or a comment. Unless noted, calls come from the whole dose curve; as a rule, active = well fitted curve in the direction sought with a large enough effect; inconclusive = small, poorly fitted or top-dose-only effect, or another doubt; inactive = no such curve, though single readings can be large; an effect the other way counts as inactive or inconclusive.

SMILES	HT1080-NT tox	KB-3-1 tox	ATXN viability	SW480 rereplic	MCF10A rereplic	ATXN2 expr inh	IL-1B inflam inh	HepG2 viability	HT1080 IDH1KD tx
Brc1ccc(C2Nc3cccc4cccc(c34)N2)cc1	-13.0%	1.3%	i	?	-23.9%	-10.9%[2.22 µM]	0.1	-19.8%	-15.9%
Cc1cc(C)nc(SCc2nnc(SCC(=O)Nc3nccs3)n2C)n1	18.2%	4.3%	i	4.7%	-8.1%	0.3%	-8.7	-74.2%	15.7%
CCCCCCCc1c(C#N)c(N)[nH]c(=S)c1C#N	-2.8%	3.8%	i	-2.9%	?	0.5%	-15.0	-49.8%	-27.8%
O=c1c(C(c2ccc(Br)cc2)c2c(O)nc3n(c2=O)CCCS3)c(O)nc2n1CCCS2	0.0%	?	i	-8.5%	-1.7%	-6.8%	19.9	21.7%	9.1%
COC(=O)c1c(SCc2cccc3ccccc23)nc(=O)[nH]c1C	?	8.3%	i	22.8%	7.6%	-33.9%	12.5	-1.5%	?
C=CCN1CCN(C(c2cccc(OC)c2OC)c2nnnn2CCC(C)C)CC1 (configuration not stated)	8.3%	-5.1%	i	0.2%	13.4%	6.2%	6.1	-18.7%	4.2%
Cc1ccc(N2CC(C(=O)Nc3nnc(SCc4ccccn4)s3)CC2=O)cc1 (configuration not stated)	4.0%	18.2%	i	1.8%	-2.5%	4.3%	12.8	-4.6%	8.7%
COc1ccccc1NC(=O)c1csc2c1CCCC2	13.2%	-2.1%	i	15.3%	23.7%	30.5%	3.8	-19.7%	0.7%
Cc1ccccc1COC(=O)c1nn(-c2ccccc2)nc1N	4.0%	0.1%&1.8%	i	-2.1%	11.4%	-6.3%&44.4%	-13.3	12.6%&0.0%	23.1%
O=C(c1ccco1)N(CCC(c1ccccc1)c1ccco1)Cc1ccccc1 (configuration not stated)	-16.5%	-21.0%	i	-2.1%	?	-16.0%	-8.0	-5.1%	-1.8%
c1ccc(CCNc2nc(-c3ccncc3)cs2)cc1	-7.2%	-23.3%	i	-0.8%	?	-1.2%	-59.6*	-41.5%	-14.2%
CC(C)n1c(NCc2ccc(N(C)C)cc2)nc2ccccc21	-0.2%	3.9%	i	-8.9%	-16.6%	19.9%	-13.6	-27.4%	3.7%

Random excerpt: 2 entries already listed
SMILES	HT1080-NT tox	KB-3-1 tox	ATXN viability	SW480 rereplic	MCF10A rereplic	ATXN2 expr inh	IL-1B inflam inh	HepG2 viability	HT1080 IDH1KD tx
CC(C)n1c(NCc2ccc(N(C)C)cc2)nc2ccccc21	-0.2%	3.9%	i	-8.9%	-16.6%	19.9%	-13.6	-27.4%	3.7%
Cc1ccccc1COC(=O)c1nn(-c2ccccc2)nc1N	4.0%	0.1%&1.8%	i	-2.1%	11.4%	-6.3%&44.4%	-13.3	12.6%&0.0%	23.1%

Next part
SMILES	HT1080-NT tox	KB-3-1 tox	ATXN viability	SW480 rereplic	MCF10A rereplic	ATXN2 expr inh	IL-1B inflam inh	HepG2 viability	HT1080 IDH1KD tx
O=C(Cn1c(=O)sc2ccccc21)Nc1nc2c(s1)CCCC2	-0.9%	-25.3%	i	-0.1%&-136.8%	?	42.9%[activator]	-19.8	-12.5%	-12.3%
O=C1CCCc2nn(-c3ccccc3)c(-c3ccncc3)c21	8.2%	-8.7%	i	-6.7%	-0.3%	-9.8%	0.0	12.0%	13.2%
CCc1ccc2oc(C(=O)Nc3cc(Cl)ccc3OC)cc(=O)c2c1	/	0.0%	i	/	/	-6.0%	/	8.9%	/
CC(=O)/C=C/c1ccccc1Oc1c(F)c(F)nc(F)c1F	?	?	?	18.4µM*	23.1µM*	-33.8%	-27.4	-22.9%	?
CC(C)CCN(C(=O)C1CCCC1)c1c(N)n(Cc2ccccc2)c(=O)[nH]c1=O	-0.3%[9.24 µM]	6.6%	i	18.6%	-3.2%	0.1%	-8.9	5.0%	8.3%
COC(/C=C/Nc1ccc(C)cc1)=C(C#N)C#N	22.7%	-13.4%	?	-12.0%	-14.0%	-3.5%	29.8	1.3%	0.2%
CCOc1ccc(S(=O)(=O)N2CCN(C(=O)c3cccn3C)CC2)cc1	4.9%	-7.2%	i	-4.6%	6.3%	-0.5%	-2.8	-4.4%	4.9%
COc1ccccc1CNC(=O)CSC1=Nc2ccccc2N=C(c2ccc(F)cc2)C1	/	-18.6%	i	/	/	-4.7%	/	-31.9%	/
CCCCOC(=O)Nc1cccc(Cl)c1C	18.3%	14.4%	i	-7.2%	4.2%	23.0%	-21.1	-2.8%	12.8%
Cc1cccc(Nc2nnc(SCC(=O)NCC3CCCO3)s2)c1C (configuration not stated)	2.8%	5.1%	i	-5.9%	-2.3%	-0.7%	0.2	-2.3%	-3.0%
CCN(CC)C(=O)CCSc1nnc(-c2ccncc2)o1	-1.4%	?	i	-3.0%	-0.3%	9.1%	8.3	-16.7%	-1.1%
CCc1ccccc1N1C(=O)CC(N2CCc3ccccc32)C1=O (configuration not stated)	3.2%	0.0%	i	38.6%	-8.1%	1.8%	0.0	23.7%	0.4%
O=C(CCNS(=O)(=O)c1cccs1)N1CCCCCC1	-6.1%	0.0%	i	0.0%	1.7%	43.0%[activator]	-6.0	-3.0%	-0.9%
O=C(Cc1cccc(NC(=O)C2CCN(C(=O)C3CCC3)CC2)c1)Nc1cccc(C(=O)N2CCOCC2)c1	21.7%	-13.7%	i	4.9%	-79.5%[inhibitor]	-1.4%	-8.0	1.6%	12.3%
C=CCn1c(CCNC(=O)c2ccccc2F)nnc1SCC(=O)Nc1ccccc1F	0.0%	5.0%	i	-6.0%	7.0%	-21.2%	-3.3	12.1%	-7.0%
N#CC(=Cc1cccs1)c1nc(-c2ccc(Cl)cc2)cs1	14.6%	-12.5%	i	/	/	/	-21.1	-15.2%	16.8%
CC(C)(C)C1CCC(C(=O)Nc2ccccc2)CC1 (configuration not stated)	18.3%	-21.5%	i	?	?	2.6%	-15.4	-14.5%	5.9%
O=C(CCN1C(=O)c2ccccc2S1(=O)=O)N1CCN(c2ccccc2)CC1	5.9%	10.5%	i	-1.5%	0.7%	-25.8%	8.9	-3.1%	-2.7%
CN(Cc1ccccc1)C(=O)c1[nH]cnc1C(=O)NC1CCN(C(=O)OC(C)(C)C)CC1	0.0%	-4.4%	?	-3.5%	9.7%	-12.4%	14.6	-5.0%	2.2%
Cc1noc(C)c1NC(=O)Nc1ccc2c(c1)C(=O)N([C@H](C)CO)C[C@H](C)[C@@H](CN(C)C(=O)Nc1ccccc1)O2	21.9%	8.4%	i	-0.6%	-0.4%	7.5%	-2.7	-9.8%	11.4%
N#Cc1cccc(NS(=O)(=O)c2ccccc2Cl)c1	-1.8%	5.1%	i	6.3%	?	-0.2%	17.5	-8.6%	-16.1%
COc1ccc(C(=O)N2CCN(S(=O)(=O)c3ccc4c(c3)OCCO4)CC2)cc1	-0.2%	-2.7%	i	/	/	/	-28.6	-1.9%	-0.4%
COC(=O)c1ccc(C2NC(=S)N(c3ccccc3)C(C)=C2C(=O)Nc2ccccc2OC)cc1 (configuration not stated)	-2.9%	-1.0%	i	16.5%	9.7%	-14.5%	0.0	-10.7%	2.2%
O=C(/C=C/c1ccc([N+](=O)[O-])cc1)N1CCN(c2ccccc2F)CC1	-0.9%	1.5%	i	-6.9%	-3.7%	27.4%	-3.9	4.2%	0.6%
COc1cccc(Cn2cccc(NC(=O)Nc3ccc(C#N)cc3)c2=O)c1	-24.6%	-27.6%	i	2.1%	15.4%	-17.2%	-3.7	-30.7%	-10.6%
Clc1ccc(-c2nc(CSc3ccccn3)cs2)cc1	4.7%	7.4%	i	/	/	/	6.9	-23.4%	-6.2%
C[Si](C)(C)n1ccnc1	26.7%	0.0%	i	-60.8%[inhibitor]	?	-10.8%	31.7	-29.7%	12.4%
C[n+]1cnn2c1SCC1(COC1)C2	0.2%	-5.6%	i	-2.0%	3.2%	9.9%	-7.3	-1.3%	11.6%
COc1cc(OC)cc(C(=O)NNC(=O)CCc2nc3ccccc3c(=O)[nH]2)c1	-1.0%[9.24 µM]	13.3%	i	?	7.2%	5.6%	0.0	7.6%	-12.4%
O=C(NCc1ccco1)/C(=C/c1ccco1)NC(=O)c1ccco1	19.0%	10.0%	i	7.6%	6.6%	4.8%	0.7	-7.8%	15.8%
CCCn1c(NC(=O)c2ccc(Cl)c(S(=O)(=O)N3CCCC3)c2)nc2ccccc21	?	?	?	5.6%	14.4%	-30.3%	-12.9	-15.7%	?
COc1ccccc1OCCCCn1c(-c2ccc(Cl)cc2)nc2ccccc2c1=O	/	14.6%	i	/	/	5.9%	/	-13.3%	/
CC(=O)C1=C(O)C(=O)N(c2cccc(Br)c2)C1c1ccccc1Cl (configuration not stated)	7.6%	?	i	-3.5%	?	-9.0%	12.1	-23.7%	5.5%
COCCn1c(SCC(=O)NCc2ccc3c(c2)OCO3)nnc1-c1c[nH]c2ccccc12	-2.2%	-5.6%	i	-0.4%	-0.4%	-2.5%	-20.1	-1.0%	-4.2%
CCOc1cc(S(=O)(=O)NCCN2CCOCC2)c(C)cc1C	1.4%	-8.0%	i	-2.7%	-0.2%	-0.4%	0.0	7.9%	3.4%
O=S(=O)(N/N=C\c1ccc2c(c1)OCO2)c1ccc(F)cc1	-5.8%	2.6%	i	-5.1%	6.8%	-6.3%	7.4	-5.8%	1.5%
Cc1nc2c(-c3ccccc3)c(C)nn2c(C)c1CCC(=O)NCc1cccc(Cl)c1	/	11.3%	i	/	/	7.1%	/	-4.5%	/
Cc1ccc(S(=O)(=O)Cc2ccc(C(=O)NCc3ccc4c(c3)OCO4)o2)cc1	11.4%	-10.1%	?	-5.8%	12.7%	-8.3%	-5.8	3.1%	10.2%

Rows are unselected; overall some 8.9% were active at least once.
